L929 necroptosis = blocks zVAD induced death of L929 cells; L929 zVAD necroptosis rescue, ATP luminescence, 24 h; with zVAD 60 µM; viability rescue, % at 10 µM; 220,000 tested, 0.38% active; AID 1377;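 active = activation, scaled between plate controls, above about 75%, limit read from the data; inactive = activation under that limit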;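 also: 0% = zVAD with DMSO and 100% = DMSO alone without zVAD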
RBBP9 inh = human RBBP9 hydrolase inhibition | inhibition, % at 7.94 µM | 220,000 tested, 0.2% active | recombinant RBBP9, FP-Rh probe fluorescence polarization | AID 1515 | O75884;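 active = inhibition above the campaign mean of all tested compounds plus 3 SD, cut at about 14% in these data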;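 also: plate controls were DMSO wells with RBBP9 for no effect and wells lacking RBBP9 protein for full effect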
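Controls: DMSO-treated enzyme wells and wells lacking RBBP9 | Material: RBBP9 protein | Technique: Fluorescence polarization | Replication: Single well per compound, no replicates | Buffer or medium: Tris-NaCl-Pluronic buffer, pH 8.0 | Timing: 30 min compound preincubation, 45 min probe labeling, 25 °C | Read-out basis: Percent inhibition from mP, scaled between DMSO and no-protein wells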
EP2 modulator = modulates human prostaglandin E2 receptor EP2 signaling; P43116; induction, % at 25 µM; 260,000 tested, 0.83% active; EP2-expressing cells, cAMP HTRF FRET, PGE2 co-stimulation;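 active = compounds whose cAMP rise, as percent of the full-agonist control response, exceeds 60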;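 also: rat C6 glioma line stably carrying human EP2 under a CMV promoter; the protocol text gives 20 µM as final concentration; 100% = response of wells given 1 µM PGE2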
TNF necrop inh = blocks TNF-alpha induced death of Jurkat FADD-/- cells. AID 463075. activation (protection from cell death), % at 10 µM. Jurkat FADD-/- TNF necroptosis rescue, ATP luminescence, 24 h; 0 = TNF only, 100 = no-TNF cells. 220,000 tested, 0.068% active;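 active = activation, meaning protection from cell death, of at least 50% relative to plate controls; inactive = activation below 50%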;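 also: necroptosis triggered by 40 ng/mL TNF-alpha added together with compound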
Runt-SMMHC FRET = inhibitors of human RUNX1 Runt domain binding to CBFb-SMMHC | Q01196+Q13951 | inhibition, % at 20 µM | AID 1434 | 220,000 tested, 0.74% active | Cerulean-Runt/Venus-CBFb-SMMHC FRET ratio 530/480, 1 h;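 active = mean inhibition across duplicate retests at 20 µM reaching about 50%, limit read from the data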;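 also: 0% = DMSO wells and 100% = wells with excess untagged CBFb-SMMHC; inhibitors lower the FRET ratio by blocking Runt binding to CBFb-SMMHC; some results filed as inactive read as strong as hits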
PERK inh = human PERK inhibition, primary cell-based screen | CHO PERK-DD fusion, SEAP luminescence translation reporter | AID 1416 | 220,000 tested, 0.17% active | Q9NZJ5 | inhibition, % at 5.6 µM;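 active = inhibition above the mean inhibition of all tested compounds plus 3 SD, set separately per screening campaign, cut at about 2.9% in these data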;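 also: PERK kinase domain activated by AP20187 dimerizer at 100 nM; 0% = DMSO with dimerizer and 100% = rapamycin at 8.4 µM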
Target sequence (Q9NZJ5 whole entry, looked up, the tested form may be a part): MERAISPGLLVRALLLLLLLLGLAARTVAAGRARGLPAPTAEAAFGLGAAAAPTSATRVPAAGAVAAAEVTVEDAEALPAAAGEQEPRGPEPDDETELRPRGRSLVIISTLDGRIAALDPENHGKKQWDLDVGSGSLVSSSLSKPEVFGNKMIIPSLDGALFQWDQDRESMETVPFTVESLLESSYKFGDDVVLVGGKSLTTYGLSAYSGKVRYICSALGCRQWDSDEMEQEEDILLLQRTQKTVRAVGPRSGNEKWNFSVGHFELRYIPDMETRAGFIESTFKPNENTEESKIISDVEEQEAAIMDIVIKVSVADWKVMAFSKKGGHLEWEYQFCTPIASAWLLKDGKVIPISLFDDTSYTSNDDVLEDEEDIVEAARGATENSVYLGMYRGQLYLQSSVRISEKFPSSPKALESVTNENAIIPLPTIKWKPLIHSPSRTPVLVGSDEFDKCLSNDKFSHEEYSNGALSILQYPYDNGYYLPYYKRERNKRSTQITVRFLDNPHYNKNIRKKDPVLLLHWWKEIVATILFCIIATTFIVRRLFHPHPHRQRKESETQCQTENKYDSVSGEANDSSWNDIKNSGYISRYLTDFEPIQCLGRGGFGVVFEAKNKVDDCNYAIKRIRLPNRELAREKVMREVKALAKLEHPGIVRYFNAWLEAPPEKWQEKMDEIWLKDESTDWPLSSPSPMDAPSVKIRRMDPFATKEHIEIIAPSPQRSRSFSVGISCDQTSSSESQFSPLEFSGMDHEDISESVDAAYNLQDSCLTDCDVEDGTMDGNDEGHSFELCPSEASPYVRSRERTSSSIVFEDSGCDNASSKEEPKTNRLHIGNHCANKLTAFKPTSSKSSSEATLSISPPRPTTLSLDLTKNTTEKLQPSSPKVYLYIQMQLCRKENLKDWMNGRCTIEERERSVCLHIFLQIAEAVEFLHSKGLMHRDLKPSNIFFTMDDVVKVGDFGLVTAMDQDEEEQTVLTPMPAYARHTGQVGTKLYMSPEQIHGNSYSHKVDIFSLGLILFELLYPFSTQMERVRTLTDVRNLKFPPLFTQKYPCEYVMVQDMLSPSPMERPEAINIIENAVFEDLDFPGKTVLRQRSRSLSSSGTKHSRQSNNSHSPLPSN
Runt-CBFb FRET = blocks binding of human RUNX1 Runt domain to CBFb | Cerulean-Runt/Venus-CBFb FRET ratio 530/480, 1 h | inhibition, % at 20 µM | 220,000 tested, 0.46% active | AID 1496;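 active = inhibition over about 50% at 20 µM in the single-dose screen, limit read from the data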;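 also: 0% = DMSO wells and 100% = excess unlabeled CBFb competitor control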
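Measured by: fluorescence energy transfer, 422 nm excitation, 530/480 nm emission; test system: Cerulean-tagged RUNX1 Runt domain (FRET donor) fusion protein; buffer or medium: Tris pH 7.5 buffer with BSA; compound: one dose, 20 µM compound, 1% DMSO; times: two 1 h room-temperature incubations shielded from light; benchmarks: unlabeled CBFb 5 µM, positive control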
PGE2 EP2 inh = EP2 receptor (human) inhibition; P43116; C6 glioma cells expressing human EP2, cAMP TR-FRET; cells stimulated with saturating PGE2; inhibition, % at 25 µM; 260,000 tested, 0.52% active; AID 1422;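 active = percent inhibition above 40 after rounding to a whole number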;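 also: rat C6 glioma host cells with rolipram phosphodiesterase inhibitor present; the protocol text gives 20 µM as final concentration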
Hck-Nef inh = human Hck-Nef kinase inhibition; P08631; Recombinant Hck-YEEI plus Nef, Z-Lyte FRET kinase assay; inhibition, % at 20 µM; 220,000 tested, 0.68% active; AID 463187;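 active = Hck-Nef kinase inhibition above about 50%, limit read from the data; inactive = inhibition below that limit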;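 also: 0% = DMSO with Hck plus Nef and 100% = Hck alone without Nef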
* = called active by the depositor; . = not tested or not shown; & = joins results of further samples. Only part of the results is shown; the hit share may differ from the screen's.

SMILES	L929 necroptosis	RBBP9 inh	EP2 modulator	TNF necrop inh	Runt-SMMHC FRET	PERK inh	Runt-CBFb FRET	PGE2 EP2 inh	Hck-Nef inh
COc1ccc(CNC(=O)C(=O)NCc2ccncc2)cc1	4.0	3	31	0.3	1	1.2	0	7	23
CN(C)c1ccc(C(=O)OCC(=O)NCCC2=CCCCC2)cc1	12	-8	-25	-0.1	-4	0.1	-1	14	16
O=C(Nc1nnc(C(F)(F)F)s1)c1c(F)cccc1F	0.8	-8	-5	2.2	0	1.2	1	14	9
CC1(C)Cc2nc(N)c(C(=O)NCCO)cc2CO1	1.7	-8	8	1.8	1	0.4	1	14	-11
O=C1N/C(=N/S(=O)(=O)c2ccccc2)S/C1=C/c1cccnc1	0.8	-8	0	0.8	2	1.0	2	10	19
CC(/C=N/Nc1ccc2nncn2n1)=C\c1ccccc1	1.2	0	-103	0.2	0	0.2	0	12	24
COCCCNC(=O)CC(NS(=O)(=O)c1ccc(Cl)cc1)c1ccco1 (stereo not drawn)	0.1	-4	2	-0.6	0	0.1	1	14	0
Cc1ccc(S(=O)(=O)C2(C(=O)Nc3ccc(C(C)C)cc3)CC2)cc1	0.9	-1	27	1.1	4	1.1	-3	5	19
COc1cc2c(cc1OC)CN(C(=O)c1cc(S(=O)(=O)N3CCOCC3)ccc1Cl)CC2	-0.5	4	4	0.6	-2	-0.7	-1	4	-2
CC1(C)Cc2c(sc3nc(-c4ccccc4Cl)n(N)c(=O)c23)CO1	-0.1	-7	-11	-1.4	-7	-0.8	0	13	1
Cc1nc2c(C#N)c(-c3ccc(Cl)cc3)ccn2n1	-0.2	-14	19	-0.9	0	-0.7	-2	5	-7
COc1ccccc1N1CCN(Cc2cccc(OC)c2OC)CC1	-0.3	-11	11	1.1	0	-0.2	-2	7	-11
Cc1ccc2cc3cc(C(=O)N4CC(C)CC(C)C4)oc3nc2c1 (stereo not drawn)	5.3	-6	22	0.3	4	-0.2	-6	27	0
CCOc1ccc(CCNC(=O)CSc2cc(=O)n(C)c3ccccc23)cc1OCC	-0.4	-3	5	1.4	-1	-0.9	-4	7	0
COc1cc(S(=O)(=O)N2CCN(c3ccccc3)CC2)ccc1Cl	0.6	-9	-31	1.3	0	1.1	-1	3	6
CCCc1cc(=O)n2[nH]c(C)cc2n1	1.4	-9	21	1.1	6	0.3	0	5	1
O=C(O)c1ccc(Cl)c(S(=O)(=O)Nc2ccc3[nH]c(=O)[nH]c3c2)c1	-0.2	-8	-19	-0.5	-13	1.6	4	8	11
O=C(Nc1nc2ccccc2s1)c1ccc2c(c1)S(=O)(=O)c1ccccc1C2=O	0.8	2	-17	0.2	-1	0.5	0	2	37
Cc1ccc(S(=O)(=O)NC(=O)Nn2c(C)nnc2C)cc1	0.1	-4	5	-0.4	-2	0.8	-2	18	1
COc1ccc(C=Nc2cccc3ncccc23)cc1	-0.8	-2	-13	-0.6	-9	-0.2	-2	10	17
COc1ccc(C)cc1NC(=O)C(Sc1nnc(Nc2ccccc2F)s1)c1ccccc1 (stereo not drawn)	5.8	-20	13	5.5	3	-0.7	2	4	-1
CC(/C=C1\SC(=S)N(CCCC(=O)Nc2ccc(C(=O)O)c(O)c2)C1=O)=C\c1ccccc1	1.3	-18	3	0.8	-20	1.5	-3	9	0
O=C(CSC1=NCCS1)N1CCN(c2ccc(Cl)cc2)CC1	0.0	0	-8	-1.4	-4	-0.6	0	6	1
Cc1cc(C)cc(NC(=O)Nc2ccc3c(c2)N(C)C(=O)CS3)c1	58	-4	-70	-4.4	-1	-0.9	0	43*	0
CN(C)Cc1nc2ccccc2c(=O)n1CC#N	2.9	1	21	0.2	0	1.1	-2	3	23
COc1cc(/C=N/OCC(=O)NC2CCCCC2C)ccc1OCc1ccc(Cl)cc1 (stereo not drawn)	1.7	-5	4	2.5	-2	1.4	-4	4	7
Oc1c(Cl)cc(Cl)cc1C=Nc1cc(C(F)(F)F)ccc1N1CCc2ccccc2C1	-0.1	0	-14	-2.5	15	0.9	-54	17	-38
Nc1nonc1-n1nncc1-c1ccccc1	32	-14	10	-1.2	1	-0.3	-4	9	-2
COC(=O)C(/C=N/O)NC(=O)c1ccccc1 (stereo not drawn)	1.1	-8	19	0.2	-2	0.3	0	6	23
O=C(CSc1nc(-c2cccs2)cc(C(F)(F)F)n1)Nc1cc(OCC(F)(F)F)cc([N+](=O)[O-])c1	0.4	-9	-4	2.1	4	-1.0	0	10	2
O=C(Nc1cccn(Cc2ccccc2)c1=O)NC1CCCCC1	-0.4	2	14	-0.9	-4	-0.1	-3	6	1
O=C(CCN1CCCCCC1)Nc1cccc(F)c1	0.3	1	14	2.1	2	1.0	2	15	-2
Cc1ccc(CS(=O)(=O)c2ccccc2-c2nnc(-c3ccc(Cl)cc3)o2)cc1	0.2	-10	27	-6.7	-1	1.7	-2	14	0
CCCOC(=O)Nc1nnc(CCC)s1	0.8	-6	11	-0.5	-7	0.5	1	4	-18
O=C(NC(=S)Nc1nc2ccccc2s1)c1ccco1	1.3	-5	2	1.1	3	0.7	7	4	2
COc1cc(C2C(C#N)=C(SC)NC3=C2C(=O)CCC3)ccc1O (stereo not drawn)	0.8	7	25	1.9	-1	1.1	0	5	24
C=CCOc1c(Cl)cc(CNc2nccs2)cc1OC	0.7	-2	-35	0.0	1	0.8	-3	2	-9
CN(CCOCCOc1ccc(Cl)cc1Br)Cc1ccccc1	-0.1	1	-41	3.6	-3	0.5	1	11	-6
CCN1CCS/C1=C\C=C\C1=[N+](CC)CCS1	-0.8	-7	-36	-4.6	.	-0.3	128*	4	-72
O=C(O)CN1CCCC1=Nc1ccccc1	0.2	4	14	0.7	-1	2.1	-1	10	1

Single records (already shown).
`COc1ccc(C)cc1NC(=O)C(Sc1nnc(Nc2ccccc2F)s1)c1ccccc1` (stereo not drawn) reads L929 necroptosis: 5.8; RBBP9 inh: -20; EP2 modulator: 13; TNF necrop inh: 5.5; Runt-SMMHC FRET: 3; PERK inh: -0.7; Runt-CBFb FRET: 2; PGE2 EP2 inh: 4; Hck-Nef inh: -1
`CN(CCOCCOc1ccc(Cl)cc1Br)Cc1ccccc1` reads L929 necroptosis: -0.1; RBBP9 inh: 1; EP2 modulator: -41; TNF necrop inh: 3.6; Runt-SMMHC FRET: -3; PERK inh: 0.5; Runt-CBFb FRET: 1; PGE2 EP2 inh: 11; Hck-Nef inh: -6

Additional structures.
SMILES	L929 necroptosis	RBBP9 inh	EP2 modulator	TNF necrop inh	Runt-SMMHC FRET	PERK inh	Runt-CBFb FRET	PGE2 EP2 inh	Hck-Nef inh
Cc1ccc(C2(CCNC(C)c3cccs3)CCOC(C(C)C)C2)cc1 (stereo not drawn)	0.9	-8	18	5.2	-2	0.5	-2	9	-8
CCC(C)(C)C(=O)Nc1cc([N+](=O)[O-])ccc1Cl	0.2	-4	27	9.9	-3	1.4	0	12	1
O=C(Nc1ccc(S(=O)(=O)N2CCOCC2)cc1)c1ccc(Cl)s1	0.5	-9	-15	1.2	2	0.0	2	7	0
Cc1cccc(NC(=O)NC(C)C(c2cccs2)N2CCOCC2)c1 (stereo not drawn)	2.1	-7	-6	1.0	-2	-0.5	2	4	2
CCc1c(C)nc2cc(-c3ccc(OC)c(OC)c3)nn2c1N1CCCC1	33	-4	56&14	-2.3	2	-1.1	-4	10&10	2
O=C(C[n+]1cc(-c2ccc(Cl)c(Cl)c2)n2c1CCC2)c1cccs1	0.3	-4	16	1.7	5	-0.4	2	5	18
COc1ccc(C(=O)N2CCC(C(=O)c3c(C)cc(C)cc3C)CC2)cc1	1.1	-7	-51	-1.1	3	-0.9	-3	16	8
O=C(Cn1cnc2c(nnn2-c2ccccc2)c1=O)NCc1ccco1	1.4	-2	6	0.6	1	0.6	0	10	7
CC(C)c1cc(C(=O)N/N=C/C=C/c2ccccc2)n[nH]1	7.3	-1	-6	0.7	3	0.1	1	6	0
CCn1nnnc1SCC(=O)Nc1cc(OC)cc(OC)c1	-0.1	-9	-11&-34	2.5	-9	0.2	0	7&14	0
Cc1cc(N2CCN(C/C=C/c3ccccc3)CC2)n2ncnc2n1	0.0	-2	-13	-11	2	0.3	-3	13	-12
N/C(=N\OC(=O)C12CC3CC(CC(C3)C1)C2)c1cccnc1	0.0	2	-11	-2.1	0	1.6	0	4	0
O=C(CCc1ccccc1)NNc1cc(N2CCCCC2)nc(N2CCCCC2)n1	1.3	-6	48	0.9	-7	0.4	-5	9	1
CC(C)C[C@H](NC(=O)c1nc[nH]c1C(=O)N(C)Cc1ccccc1)C(=O)OCc1ccccc1	-0.3	4	26	0.1	-1	0.5	-6	8	-13
Cc1ccc(-n2c(CNc3ccc(F)cc3)nnc2SCC(=O)O)cc1	11	1	39	0.1	-6	0.5	0	13	17
Cc1nc2ccc(S(=O)(=O)NC(CC(C)C)C(=O)O)cc2s1 (stereo not drawn)	-0.2	-11	16	-13	-1	-0.1	3	13	0
c1ccc(-c2noc(CC3CCCCC3)n2)cc1	1.1	-6	30	1.4	-2	-0.8	2	6	-9
COc1ccc2nc(/N=C(\N)NC(=O)Nc3ccccc3)nc(C)c2c1	8.6	-1	6	5.3	7	-0.1	-2	9	4
CCCc1cc(-c2n[nH]c(C(=O)OCC)c2-c2cscn2)c(O)cc1O	-0.2	-10	12	-0.2	-1	0.6	-3	3	1
COc1ccc(CN(Cc2cccn2C)S(=O)(=O)c2ccc(F)cc2)cc1	-0.5	3	13	2.4	2	1.1	0	10	1
CCCNC(=O)NC(=O)CSc1ccc2c(c1)OCCO2	0.8	-1	-8	2.1	1	0.5	0	-2	3

3 entries from above, with two lines to a compound:
The line under a structure holds: L929 necroptosis	RBBP9 inh	EP2 modulator	TNF necrop inh	Runt-SMMHC FRET	PERK inh	Runt-CBFb FRET	PGE2 EP2 inh	Hck-Nef inh
- Cc1nc2ccc(S(=O)(=O)NC(CC(C)C)C(=O)O)cc2s1 (stereo not drawn)
  -0.2	-11	16	-13	-1	-0.1	3	13	0
- c1ccc(-c2noc(CC3CCCCC3)n2)cc1
  1.1	-6	30	1.4	-2	-0.8	2	6	-9
- COc1ccc2nc(/N=C(\N)NC(=O)Nc3ccccc3)nc(C)c2c1
  8.6	-1	6	5.3	7	-0.1	-2	9	4
